M1 PAM = positive allosteric modulators of human M1 muscarinic receptor | P11229 | CHO-K1 hM1, Fluo-8 calcium fluorescence, ACh EC20; 0% = ACh EC20, 100% = maximal ACh | activation, % at 3 µM | actives 0.088% (n = 360,000) | AID 588819; in the data active = activation above about 19%, passing the limit was not always enough
Target sequence (P11229 whole entry, looked up): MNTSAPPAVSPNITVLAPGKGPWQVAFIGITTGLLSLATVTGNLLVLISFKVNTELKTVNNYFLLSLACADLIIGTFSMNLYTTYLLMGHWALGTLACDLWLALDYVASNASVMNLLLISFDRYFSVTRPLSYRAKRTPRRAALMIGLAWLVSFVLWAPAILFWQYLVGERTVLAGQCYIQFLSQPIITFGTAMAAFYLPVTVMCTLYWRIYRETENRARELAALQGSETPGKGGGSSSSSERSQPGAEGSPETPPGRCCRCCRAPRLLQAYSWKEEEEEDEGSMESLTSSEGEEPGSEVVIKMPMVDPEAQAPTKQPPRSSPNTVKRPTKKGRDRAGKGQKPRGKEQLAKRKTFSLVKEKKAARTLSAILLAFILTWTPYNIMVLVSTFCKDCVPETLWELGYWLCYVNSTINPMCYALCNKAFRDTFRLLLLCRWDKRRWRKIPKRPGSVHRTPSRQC
CHRM1 agonist = human M1 muscarinic receptor agonism. AID 588814. CHO-K1 hM1, Fluo-8 calcium fluorescence, agonist mode; 0% DMSO, 100% acetylcholine EC100. P11229. actives 0.33% (n = 360,000). activation, % at 3 µM;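 active = activation above the run's mean compound activation plus 3 SD, cut at about 16% in these data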;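 also: peak over basal fluorescence ratio within a 140 s kinetic read after compound addition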
V1R ag counter = V1a receptor agonism, counter-screen for OXTR agonists. P37288. CHO-V1R cells, Fluo-8 calcium fluorescence, agonist mode; 0% DMSO, 100% 3 nM vasopressin. activation, % at 3 µM. actives 0.25% (n = 320,000);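 active = activation above the mean activation of all tested compounds plus 3 SD, per screening run, cut at about 20% in these data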;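 also: signal is peak over basal fluorescence ratio across a 100 second FLIPR read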
OXTR potentiate = potentiates the human oxytocin receptor response. P30559. CHO-OTR cells, Fluo-8 calcium fluorescence, potentiator mode; 0% = oxytocin EC15, 100% = EC100. activation, % at 3 µM. actives 0.061% (n = 320,000);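 active = activation above that plate's cutoff, the mean activation of tested compounds plus 3 SD, cut at about 6.6% in these data, passing the limit was not always enough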;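 also: 100% uses oxytocin at 75 nM as the full agonist control; some results filed as inactive read as strong as hits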
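Material: human OTR in CHO cells. Compound: 3.0 µM, one dose. Timing: compound 6 min at room temperature before oxytocin, 100 s read. Evaluation: % activation of max/min ratio relative to oxytocin controls. Replication: single well per compound, singlicate. Signal: Fluo-8 calcium dye fluorescence.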
OXTR ag = agonists of human oxytocin receptor. AID 2435. CHO-OTR cells, Fluo-8 calcium fluorescence; normalized: DMSO 0%, oxytocin 100%. actives 0.32% (n = 320,000). activation, % at 3 µM;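 active = activation above the mean of all tested compounds plus 3 SD, cutoff set per screening run, cut at about 20% in these data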;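 also: peak over basal fluorescence ratio from a 100 s FLIPR kinetic read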
TAAR1 antag = antagonists of human TAAR1. CHO RD-HGA16 TAAR1, Fluo-8 calcium fluorescence, antagonist. inhibition, % at 3 µM. actives 1.5% (n = 360,000);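 active = inhibition above a per-plate cutoff, the mean inhibition of test compounds on that plate plus 3 SD, cut at about 49% in these data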;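 also: 0% = DMSO plus EC80 beta-PEA response and 100% = DMSO alone without agonist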
Target sequence (Q96RJ0 whole entry, looked up): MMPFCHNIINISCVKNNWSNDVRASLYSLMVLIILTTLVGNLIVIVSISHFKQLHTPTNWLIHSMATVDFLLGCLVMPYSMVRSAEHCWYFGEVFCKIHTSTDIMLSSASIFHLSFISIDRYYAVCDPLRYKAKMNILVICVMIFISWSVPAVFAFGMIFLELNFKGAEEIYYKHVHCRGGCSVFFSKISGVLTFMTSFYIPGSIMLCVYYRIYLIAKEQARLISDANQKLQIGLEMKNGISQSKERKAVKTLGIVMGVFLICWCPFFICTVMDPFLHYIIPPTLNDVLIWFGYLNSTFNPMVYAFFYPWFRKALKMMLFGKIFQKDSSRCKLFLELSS
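Test system: CHO RD-HGA16 cells bearing hTAAR1 | Reagent: β-PEA, EC80 | Compound dosing: 3 µM, single point | Schedule: Dye loading 75 min at 37 °C, then 30 min room temperature | Signal: Calcium fluorescence with Fluo-8 | Evaluation: Percent inhibition of PEA-evoked calcium signal, max/basal emission ratio | Control set: DMSO-only wells and EC80 β-PEA-stimulated wells | Repeats: Singlicate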
CHO parental Ca = counter-screen for OX1R antagonists: effect in parental CHO cells | parental CHO-K1, ATP-induced calcium, Fluo-8 fluorescence | inhibition, % at 5.6 µM | AID 463079 | actives 0.63% (n = 330,000);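 active = inhibition above that plate's mean sample inhibition plus 3 SD, cut at about 26% in these data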;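 also: 0% = ATP-challenged DMSO wells and 100% = DMSO wells without ATP; some compounds past the cut are filed as inactive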
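test system = CHO parental line | reagent = ATP stimulus | measured by = intracellular calcium via Fluo-8 no-wash fluorescent dye | control set = ATP and no-ATP DMSO wells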
TAAR1 ag = agonists of human TAAR1; Q96RJ0; CHO RD-HGA16 TAAR1, Fluo-8 calcium fluorescence; vehicle wells 0%, saturating PEA agonist 100%; activation, % at 3 µM; actives 0.99% (n = 360,000); AID 624467;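 active = activation above the mean activation of all test compounds in the run plus 3 SD, cut at about 38% in these data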
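System: CHO-derived RD-HGA16 cells with stable Gα16 and human TAAR1 / Times: 17-24 h plating, Fluo-8 75 min 37 °C, 30 min RT / Technique: calcium-sensitive Fluo-8 signal, excitation 470-495, emission 515-575 nm / Measure: % activation relative to PEA EC100 response / Benchmarks: DMSO and PEA EC100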
CHRM1 antagonist = blocks human M1 muscarinic receptor; AID 588852; actives 1.3% (n = 360,000); CHO-K1 hM1, Fluo-8 calcium fluorescence, ACh EC80 antagonist; P11229; inhibition, % at 3 µM;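 active = percent inhibition above its own plate's cutoff, namely the mean of that plate's compound wells plus 3 SD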;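 also: peak over basal fluorescence ratio during 140 s after agonist addition; 0% = ACh EC80 plus DMSO and 100% = DMSO alone without agonist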
The depositor's hits bear a star; . = not tested or not shown. Random draw from the library; about 3.7% have a hit in one of these screens.

Results follow in this order: M1 PAM	CHRM1 agonist	V1R ag counter	OXTR potentiate	OXTR ag	TAAR1 antag	CHO parental Ca	TAAR1 ag	CHRM1 antagonist
C#CCOCCOCCOCCNc1nc(N2CCN(C(=O)[C@H](C(C)C)n3cc(CCO)nn3)CC2)nc(N2CCN(C(=O)[C@H](C)n3cc(CCCN=C(N)N)nn3)CC2)n1
 : 10	-8	.	.	.	2	.	10	1
COC(=O)C1=C(C)N(c2ccccc2)/C(=C/c2ccco2)C1=O
 : 15	-3	-1.8	-2	-2.9	-22	-12	7	-13
Cc1ccc(SCc2cc(=O)[nH]c(Nc3nc(C)c4ccc(C)cc4n3)n2)cc1
 : 9	-6	0.4	-6	-0.1	4	-7	3	-8
CCC(C(=O)NCc1ccc(C)cc1)c1ccccc1 (stereo not drawn)
 : 5	-4	0.0	-8	-2.1	-14	1	1	-9
C#Cc1cccc(C(=O)N(Cc2cccnc2)CC2CCCN(C3CCCCC3)C2)c1 (stereo not drawn)
 : 9	-9	.	.	.	1	.	-1	-20
Cc1c(NC(=O)C2CCCO2)cccc1[N+](=O)[O-] (stereo not drawn)
 : 4	-3	0.2	-8	0.0	-14	-8	9	4
COc1cccc(-c2cc(C(=O)N3CCN(Cc4ccccc4)CC3)no2)c1
 : 1	-5	-0.7	-5	-0.1	-3	-18	3	0
Cc1ccc(C)c(CNS(=O)(=O)c2ccc3c(c2)C(C)(C)C(=O)N3C)c1
 : 3	-2	-0.1	-10	-1.6	2	-4	1	-7
COc1ccc(CCNCC(=O)Nc2ccc(C)c(S(=O)(=O)N(C)C)c2)cc1
 : 0	-4	4.2	-5	6.2	-24	-27	5	-1
Cc1ccc(S(=O)(=O)NN2C(=O)/C(=C/c3ccc(F)cc3)SC2=S)cc1
 : 3	-2	-1.0	-3	-0.2	8	-10	-1	-6
O=C(c1cnsn1)N1CCCC(Nc2ccc(F)c(F)c2)C1 (stereo not drawn)
 : -2	-3	-0.1	-9	0.0	-20	-21	-1	11
CC(=O)OC1C=CN(C(C)=O)C(SC(C)(C)C)C1(C)O (stereo not drawn)
 : 13	0	.	.	.	-24	.	2	-22
C/C(=N\NC(=O)c1ccc(Cl)c(Cl)c1)c1cccc(NC(=O)C(C)C)c1
 : 7	-4	0.3	-10	-2.0	-5	-22	6	-5
C[C@H](NC(=O)Cc1ccccc1)C(=O)N1CCC2(CC1)NCCc1[nH]cnc12
 : 5	-7	0.8	-3	0.8	6	7	1	-1
CCC(C)NCc1ccc(C(=O)OC)o1 (stereo not drawn)
 : 9	-5	1.1	-13	2.2	-8	4	4	-4
O=C1COc2ccc(S(=O)(=O)Nc3ccc(OC(F)(F)F)cc3)cc2N1
 : 8	4	6.4	-13	8.1	23	-7	36	-2
CCCN1CCC(NC(=O)C2CCCCC2C(=O)O)CC1 (stereo not drawn)
 : 13	-3	0.2	-1	-0.5	-25	-10	0	-20
CCOC(=O)c1ccc(NC(=S)Nc2cccc(N)n2)cc1
 : 2	-4	0.4	-8	-2.1	-18	-23	0	-13
COc1ccc(C(C#N)=Cc2ccc(NC(C)=O)cc2)cc1
 : 5	-2	.	.	.	5	.	4	-18
CC(=O)NC(CC(=O)NC1CCCc2ccccc21)c1ccccc1 (stereo not drawn)
 : 3	-5	0.4	6	-0.4	-9	-16	3	1
COc1ccc(C2CC(c3ccc([N+](=O)[O-])cc3)=NN2C(C)=O)cc1 (stereo not drawn)
 : -6	1	8.7	-11	7.2	8	-1	4	11
COC(=O)c1ccc(NC(=O)Cn2nc(SC)n(N)c2=S)cc1
 : -4	-2	0.5	-2	-0.1	1	-10	16	9
CCCn1c(C2CCCN2c2nc(-c3cccc(Br)c3)cs2)nc2cc(Cl)c(Cl)cc21 (stereo not drawn)
 : -5	-7	-0.3	-6	-0.5	-9	-35	7	4
NC(=O)CC[C@@H]1NC(=O)[C@H](CO)NC(=O)c2cc([N+](=O)[O-])cc(I)c2OCC[C@@H](C(N)=O)NC1=O
 : 7	-1	1.0	1	-0.1	-2	-2	5	-9
COc1cccc(C#Cc2c(C=O)n(C)c3ccccc23)c1
 : 2	-4	2.2	-3	2.0	-1	-33	8	-14
CCn1c(=O)c2cc(C(=O)Nc3cc(C)on3)sc2c2ccccc21
 : 9	-5	-0.3	4	-0.3	-13	-5	2	-14
COC(=O)c1cc(N/C(N)=N/c2nc(C)cc(C)n2)cc(C(=O)OC)c1
 : 6	-7	.	.	.	-2	.	1	-21
O=C1CCCCC1(O)Cc1ccc2c(c1)OCO2 (stereo not drawn)
 : 6	1	.	.	.	2	.	1	-6
O=C(Cn1cc(C(F)(F)F)ccc1=O)N1CCc2ccccc21
 : 7	0	0.3	-2	-0.5	4	3	-1	-3
CC(=O)Nc1ccc(Nc2cc(C)nc(Nc3ccc(NC(C)=O)cc3)n2)cc1
 : 9	-4	0.2	-2	0.1	2	-3	2	-4
O=c1c2[nH]c3cccc(Cl)c3c2ncn1CCN1CCCCC1
 : 5	-7	-0.1	-9	0.0	-21	-5	3	-5
O=C(O)c1ccc(N2C(=O)c3ccc(C(=O)c4cccc([N+](=O)[O-])c4)cc3C2=O)cc1
 : 3	-1	0.6	-7	-0.2	-2	12	0	1
O=C(COc1ccccc1Cl)NNC(=O)c1ccc2nc[nH]c2c1
 : 1	-2	0.5	2	0.9	-22	0	5	2
CC(=O)Oc1cc2c(C(=O)NCCCN3CCOCC3)c(C)oc2c2ccccc12
 : 9	-3	0.4	-6	1.1	-4	-13	6	-53
CCC(Sc1nc(-c2ccccc2)c(-c2ccccc2)[nH]1)C(=O)O (stereo not drawn)
 : 18	-4	0.0	-6	-0.8	-8	-11	0	-19
CCOC(=O)c1sc(NC(=O)c2ccc(S(=O)(=O)N3CCCCCC3)cc2)nc1-c1ccccc1
 : 1	-7	1.3	-7	-0.8	-9	-11	1	-9
COc1ccccc1C(=O)COC(=O)c1ccccc1O
 : 11	-11	-0.7	-15	-2.5	3	-5	4	-13
O=C(O)c1cccc(S(=O)(=O)N2CC=C(c3ccccc3)CC2)c1
 : 4	-5	-0.3	-3	-0.3	-10	-9	3	-4
O=[N+]([O-])c1cc2c(cc1CN1CCN(c3ccc(F)cc3)CC1)OCO2
 : -4	-8	-1.2	-7	-2.5	-10	-10	8	-4
O=C(C1=C(O)C(=O)N(c2ncccn2)C1c1ccc(F)cc1)c1ccco1 (stereo not drawn)
 : 5	-2	-0.7	-8	-0.8	-2	-11	1	-5
COc1ccccc1C(=O)N1CCN(Cc2cn[nH]c2-c2ccc(F)cc2F)CC1
 : 3	-5	-0.5	-1	0.0	-1	-9	13	-1
COc1ccc(S(=O)(=O)N(C)C[C@H]2Oc3c(NS(=O)(=O)c4ccc(F)cc4)cccc3C(=O)N([C@H](C)CO)C[C@@H]2C)cc1
 : 12	-8	1.3	3	0.9	-13	-25	1	-15
O=C(O)Cn1c(-c2cscn2)nc2ccccc21
 : 11	-1	-0.6	-7	-0.2	-7	-7	3	-11
COc1ccc(NC(=O)N2CCN(C(=O)Nc3ccc(OC)cc3)CC2)cc1
 : 5	0	0.5	-5	0.1	-24	-1	6	-10
Cc1cnc(NC(=O)c2cccc(S(=O)(=O)N3CC(C)OC(C)C3)c2)s1 (stereo not drawn)
 : 8	-1	2.4	-7	-0.7	-20	-10	0	0

Fetched by structure from above (two):
Results follow in this order: M1 PAM	CHRM1 agonist	V1R ag counter	OXTR potentiate	OXTR ag	TAAR1 antag	CHO parental Ca	TAAR1 ag	CHRM1 antagonist
O=C(O)c1ccc(N2C(=O)c3ccc(C(=O)c4cccc([N+](=O)[O-])c4)cc3C2=O)cc1
 : 3	-1	0.6	-7	-0.2	-2	12	0	1
O=C(COc1ccccc1Cl)NNC(=O)c1ccc2nc[nH]c2c1
 : 1	-2	0.5	2	0.9	-22	0	5	2

Next compounds follow.
Results follow in this order: M1 PAM	CHRM1 agonist	V1R ag counter	OXTR potentiate	OXTR ag	TAAR1 antag	CHO parental Ca	TAAR1 ag	CHRM1 antagonist
O=C(/C=C/c1ccco1)N(Cc1cccc(Br)c1)C1CCS(=O)(=O)C1 (stereo not drawn)
 : 5	-4	-0.3	-3	-1.9	-19	-13	4	-2
COc1ccc2c(Cl)c(-c3nnc(SCC(=O)c4ccccc4)n3C)sc2c1
 : 1	-4	2.4	-22	0.5	37	-12	3	2
CN(CCC#N)C(=O)COC(=O)c1ccc(CNS(=O)(=O)c2ccc(F)c(Cl)c2)cc1
 : 14	-5	0.7	-2	0.7	-36	-9	1	-7
O=C(COC(=O)c1ccccc1O)NCCC1=CCCCC1
 : 10	-7	-0.5	-13	-2.4	9	-12	-1	-6
Brc1ccc(-c2noc(-c3ccccc3)n2)o1
 : 11	-4	5.1	-5	-0.3	-16	2	-1	-14
CN(c1ccc(OCC(=O)NC2CCC(O)CC2)cc1)S(=O)(=O)c1ccc(Cl)cc1 (stereo not drawn)
 : 3	-3	1.8	0	3.1	15	-9	2	-4
COc1ccc2c(c1)CCc1c(C(=O)NCc3ccc(Cl)cc3)noc1-2
 : 11	0	-0.7	-13	-0.6	3	-12	2	-12
COc1cc(OC)cc(-c2c(-c3cccs3)c3cc(-c4ccc(OC)cc4F)ccc3n2C)c1
 : 12	0	0.8	-2	0.3	3	2	1	-8
O=C(Oc1cccc(-n2cnnn2)c1)c1sc2ccccc2c1Cl
 : 11	-1	0.1	-21	1.9	-5	-1	2	-6
O=C(Nc1cccc(S(=O)(=O)N2CCCCC2)c1)c1ccc2ccccc2n1
 : -3	-8	0.9	1	-0.9	16	-13	4	3
